Insulin prom up: insulin promoter activators in MIN6 cells, imaging, high-content screening, mouse beta cells; z-score at 5 µM; AID 1625, 2009; MIN6 insulin promoter-GFP reporter; stronger effect = higher value; 190,000 tested, 0.3% active;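 active = z-score above 3 at 5 µM with at least 500 cells counted in the well; inconclusive = wells under 500 cells, flagged as cytotoxic or low count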
WT yeast gro inh: growth inhibition of WT strain, primary screen, mitochondrial fusion inhibitor project, WT and mutant strains, chemical genetic. mitochondrial fusion phenotypic screen. inhibition, % at 10 µM. 190,000 tested, 2.1% active; in the data active = inhibition above about 58%; tested in S. cerevisiae
Yfh1-off respiration: enhancers of respiration in Yfh1-depleted yeast, dose response, Friedreich's ataxia, plus single-dose screen (AID 1465); S. cerevisiae Yfh1-off respiration, WST-1 reduction, 72 h; higher fold induction means a stronger effect; fold induction at 50 µM, or EC50 in µM where a hit was titrated; 220,000 tested, 0.074% active;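 active = fold induction of absorbance versus untreated yeast above a set limit, then at least 30% activation at any dose in follow-up; inconclusive = repeats straddling the limit, or above it without dose testing; inactive = fold induction below the set limit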;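 also: activators that raise dye reduction in frataxin-depleted yeast; strong numbers were not always called active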
Autophagy mod: autophagy modulators in MEF cells, primary screen, imaging, high-content, MEF GFP-LC3; MEF GFP-LC3 puncta imaging; test concentration mostly 10 µM; calls only at 10 µM (by protocol); 190,000 tested, 0.98% active; AID 463193, 2010;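 active = percentage of spot-positive cells more than 3 SD above its plate mean, without a fluorescence outlier flag or 80% toxicity; inconclusive = no clear call, values can overlap the other calls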;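 also: spot-positive cell cutoff set from DMSO-treated cells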
AID2073: inhibitors of Mint1-CaV2.2 protein interaction, biochemical, HTRF (AID 2073) | HTRF protein-protein interaction, Mint1-CaV2.2; higher % means a stronger effect | inhibition, % at 20 µM, or IC50 in µM where a hit was titrated | 290,000 tested, 0.19% active | Voltage-dependent N-type calcium channel subunit alpha-1B (Homo sapiens); in the data active = inhibition mostly above about 51%, no sharp cut-off; inconclusive = no clear call, values can overlap the other calls; inactive = mostly below about 53%; also: some results filed as inactive read as strong as hits
b-catenin transl: modulators of beta-catenin nuclear translocation, primary screen, imaging, HeLa cells, immunofluorescence, high-content | nuclear translocation activity, % at 5 µM | 190,000 tested, 0.3% active;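 active = nuclear translocation activity above 50% at 5 µM, with a well cell count of 50 or more; inconclusive = wells under 50 cells across six images, flagged as toxic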;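 also: per-cell ratio of nuclear to cytoplasmic median beta-catenin stain intensity; plate controls were DMSO negative control for no effect and GSK-3 inhibitor IX positive control for full effect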
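Technique: fluorescence imaging of beta-catenin antibody stain plus DAPI / Material: human HeLa cell line / Incubation: compound treatment 24 h, 37°C, 5% CO2 / Read-out basis: % activation of per-cell nuclear versus cytoplasmic median beta-catenin signal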
HIV peptide binding: inhibitors of HIV fusion peptide binding, primary screen, biochemical, uHTS, fluorescence dequenching (AID 1986); one-dose inhibition, % at 20 µM; IC50 in µM for titrated hits; 290,000 tested, 0.3% active; cell-free peptide binding, fluorescence dequenching, 30 min; higher % means a stronger effect; in the data active = inhibition mostly above about 52%, no sharp cut-off; inactive = mostly below about 76%; also: some results filed as inactive read as strong as hits
MT stabilizer: microtubule stabilizers in HeLa cells, primary screen, imaging, high-content imaging | HeLa tubulin immunostaining HCS, 24 h; share of cells brighter than vehicle mean+2SD | 200,000 tested, 0.83% active | % tubulin-high responders, % at 10 µM;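 active = plate Z-score above 3 for both tubulin-high and condensed-nucleus cell shares, with cell loss under 80%, at 10 µM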;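 also: anti alpha tubulin signal scored within the nucleus-defined area of each cell; some results filed as inactive read as strong as hits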
Dynein transport: inhibitors of GR-EGFP nuclear translocation, primary screen, dynein cargo transport inhibitor project, imaging, high-content, 3617.4 mouse cells. AID 1381, 2008. test concentration mostly 20 µM; stimulated with dexamethasone, 1 µM; stronger effect = lower value. z-score, hits read low. 220,000 tested, 0.47% active;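 active = plate z-score of nuclear minus cytoplasmic receptor signal below a set negative limit, without overly bright fluorescence or cell loss, cut at about -3.5 in these data, passing the limit was not always enough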;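 also: z-score of nuclear minus cytoplasmic ring GR-EGFP intensity difference per well; some compounds called inactive have numbers as strong as hits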
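Also added: dexamethasone, 1.0 µM final. Medium: tet-free, stripped-serum medium. Detection: fixed, Hoechst-stained cells imaged at 10x for EGFP. Read-out: nuclear-to-cytoplasmic GR-EGFP distribution per well. Times: induction 48 h, compound 1 h, agonist 30 min.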
WT yeast gro inh mutant strain: recorded beside WT yeast gro inh, whose call it bears; inhibition, %; mitochondrial fusion phenotypic screen, mutant strain inhibition
Dynein transport cytoplasmic EGFP: second read-out of Dynein transport, no call of its own (marks repeat the call); z-score; measured here: cytoplasmic GR-EGFP intensity; stronger effect = higher value
Dynein transport nuclear GR-EGFP: second read-out of Dynein transport, no call of its own (marks repeat the call); z-score; measured here: nuclear GR-EGFP intensity;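 lower value marks the stronger effect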
Dynein transport cell count: further read-out of Dynein transport, marked with its call; z-score; measured here: cell count per field
Insulin prom up cell count: also measured in Insulin prom up; calls as there; cell count; measured here: cytotoxicity, nuclei count;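 total cells summed across four imaged fields per well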
b-catenin transl cell count 5 µM: further read-out of b-catenin transl, marked with its call; cell count; measured here: cell count, cytotoxicity flag
MT stabilizer Hoechst-high %: recorded beside MT stabilizer, whose call it bears; % Hoechst-high responders; measured here: nuclear condensation Hoechst responders;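 share of cells brighter than vehicle mean plus two SD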
MT stabilizer cytotoxicity %: second read-out of MT stabilizer, no call of its own (marks repeat the call); toxicity, %; measured here: cytotoxicity by cell density;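 0% = mean cell density of plate MIN control wells and 100% = no cells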
Autophagy mod cell loss 18 h: further read-out of Autophagy mod, marked with its call; toxicity, %; measured here: cell loss, nuclei count;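 cell loss after 18 h compound exposure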
Active calls of the source: *; i = inactive; ? = inconclusive; · = no result given; + = active, no number.

Values in the order – Insulin prom up | Insulin prom up cell count | WT yeast gro inh | WT yeast gro inh mutant strain | Yfh1-off respiration | Autophagy mod | Autophagy mod cell loss 18 h | AID2073 | b-catenin transl | b-catenin transl cell count 5 µM | HIV peptide binding | MT stabilizer | MT stabilizer Hoechst-high % | MT stabilizer cytotoxicity % | Dynein transport | Dynein transport cytoplasmic EGFP | Dynein transport nuclear GR-EGFP | Dynein transport cell count
(1) S=C(NCC1CCCO1)NC12CC3CC(CC(C3)C1)C2 (stereo not drawn)
→ 0.42 | 1188 | 68* | 45* | i | i | 30 | -6% | -0.6 | 1086 | -3.1% | 2.2 | 1.1 | 0.8 | 0.53 | 0.097 | 0.54 | -0.74
(2) Oc1c(N=Nc2ccccn2)ccc2ccccc12
→ ? | · | 32 | 30 | i | + | 40* | -115% | 6.6 | 1246 | -3.0% | 3.2 | 1.3 | 8.3 | -0.74 | -0.11 | -0.55 | 1
(3) COc1ccc(-c2cc(C(=O)Nc3c(C)nn(Cc4ccc(Cl)cc4)c3C)no2)cc1
→ 0.17 | 965 | 4 | 0 | i | i | -13 | 8% | -4.1 | 1052 | 1.1% | 2.3 | 1.8 | 4.5 | -0.35 | -0.14 | 0.23 | 1.2
(4) CCOc1ccc(/C=C(\C#N)C(=O)NCC2CCCO2)cc1OCC (stereo not drawn)
→ -0.15 | 1297 | -18 | -5 | i | i | 7 | 3% | · | · | -2.5% | 2.6 | 4.7 | 5.0 | -0.73 | -0.3 | -0.8 | 1.1
(5) O=C(OCc1cccc(F)c1)c1ccc2c(=O)n3c(nc2c1)CCC3
→ 0.46 | 1609 | · | · | i | · | · | -17% | 0.5 | 1430 | -3.1% | · | · | · | -0.55 | -0.26 | -0.55 | 1.5
(6) O=C(CSc1ncccn1)Nc1ccc(N2CCOCC2)cc1
→ 0.1 | 924 | -10 | -5 | i | i | 21 | -9% | · | · | 9.0% | 1.0 | 0.7 | 3.5 | 0.031 | -0.22 | 0.29 | 0.49
(7) Cc1cc(C)n(-c2nnc(N3CCN(c4ccc(F)cc4)CC3)nn2)n1
→ -0.08 | 1191 | 15 | 6 | i | i | 14 | 41% | -0.8 | 1117 | -1.9% | 3.2 | 1.2 | 18 | -0.58 | -0.23 | 0.055 | 1.3
(8) O=C1CCSc2ccc(Cl)cc2N1Cc1ccccc1
→ -0.11 | 1492 | -12 | -10 | i | i | 17 | -2% | 1.6 | 1399 | -2.0% | 2.4 | 1.3 | 9.7 | -0.25 | -0.21 | -0.43 | -0.073
(9) CCn1cc(CNc2nc3nonc3nc2N2CCCCC2)cn1
→ 0.13 | 1462 | 3 | 7 | i | i | 13 | -5% | 5.0 | 966 | -0.3% | 3.0 | 3.7 | 4.4 | -0.47 | -0.3 | -0.16 | 0.64
(10) COc1ccc(/C=C/C(=O)c2ccc(Cl)s2)cc1O
→ 0.62 | 982 | -4 | 7 | i | i | 1 | 11% | · | · | 1.0% | 1.8 | 1.0 | 3.7 | -3.8* | 0.64* | -2.2* | 0.23*
(11) O=C(NC1CC2CCCC(C1)N2C(=O)NCc1ccccc1)C1CC1 (stereo not drawn)
→ 0.95 | 1119 | 3 | -2 | i | i | 11 | -3% | -1.9 | 1282 | 3.4% | 4.7 | 1.9 | 8.3 | -1 | -0.15 | -0.15 | 0.49
(12) CCOC(=O)c1c(NC(=O)Cn2cnc([N+](=O)[O-])n2)sc(C)c1C
→ -0.36 | 1313 | -31 | -11 | i | i | -7 | 13% | -0.4 | 1091 | 0.7% | 2.8 | 3.7 | 8.9 | -0.14 | -0.29 | -0.15 | 0.18
(13) O=C1C(=Cc2ccco2)C(=O)c2ccccc21
→ 0.01 | 1353 | 4 | -15 | i | i | -1 | 25% | -1.2 | 1125 | 33% | 3.5 | 1.8 | 5.2 | -0.16 | -0.077 | -0.12 | -0.96
(14) CCC(C)NC(=O)CNS(=O)(=O)c1ccc(C)cc1 (stereo not drawn)
→ · | · | 2 | 7 | i | i | -2 | 4% | -0.4 | 595 | -2.2% | 6.2 | 2.9 | 5.7 | 1.3 | -0.2 | 1.4 | -1
(15) O=C(c1ccco1)N1N=C(c2cccs2)CC1c1ccc(F)cc1 (stereo not drawn)
→ · | · | 3 | 2 | i | i | -10 | 3% | · | · | -0.4% | 1.4 | 1.0 | 7.3 | -0.64 | -0.081 | -0.0094 | 0.23
(16) CN1CCCN(c2ccc([N+](=O)[O-])cc2)CC1
→ -0.62 | 1511 | 6 | -13 | i | i | -1 | -1% | -0.4 | 1036 | -1.6% | 2.0 | 2.1 | 7.4 | 2.3 | -0.28 | 0.75 | -0.77
(17) CCc1cc(C(c2ccccc2OC)N2CCOCC2)c(NC(=O)c2ccccc2)s1 (stereo not drawn)
→ -0.04 | 1721 | 5 | 11 | i | i | -40 | -11% | 2.5 | 1376 | 1.4% | 1.9 | 1.5 | 10.0 | -0.29 | -0.2 | 0.29 | 0.54
(18) CCCNC(=S)N1CCC(NC(=O)C23CC4CC(CC(C4)C2)C3)CC1
→ · | · | -10 | 8 | i | i | 3 | 4% | -0.3 | 1181 | 1.3% | 2.7 | 2.6 | 8.4 | -0.91 | -0.15 | -0.46 | 0.28
(19) O=C(Nc1ccccc1F)c1ccco1
→ · | · | -8 | 2 | i | i | -2 | 2% | 2.0 | 502 | -0.5% | 2.9 | 1.7 | 4.6 | -1.1 | 0.39 | -0.86 | 1.4
(20) Cc1cc(C)n(CCNC(=O)CC2C(=O)NCCN2Cc2ccccc2C(F)(F)F)n1 (stereo not drawn)
→ -0.43 | 1449 | 3 | 6 | i | i | -18 | -11% | 2.5 | 1012 | 3.3% | 3.6 | 2.2 | 2.9 | -0.59 | -0.19 | -0.3 | 1.1
(21) CC1(C)NC(=O)N(CC(O)Cn2c3ccccc3c3ccccc32)C1=O (stereo not drawn)
→ · | · | 0 | 17 | i | i | 3 | -1% | 0.7 | 1527 | -0.4% | 1.1 | 1.2 | 4.9 | 1.8 | -0.036 | 0.94 | -2
(22) O=C(NC1CCCC1)C(c1cccs1)N(CC1CCCO1)C(=O)Cc1cccs1 (stereo not drawn)
→ -0.24 | 1819 | 12 | -2 | i | i | -9 | 2% | -1.0 | 1075 | 1.7% | 3.6 | 2.6 | 3.2 | 0.37 | -0.22 | 0.39 | 0.39
(23) CCCCc1nnc(NC(=O)C=C(C)C)s1
→ -0.26 | 1042 | 11 | 6 | i | i | -1 | 10% | 5.2 | 950 | -1.9% | 2.6 | 1.2 | 8.5 | 0.83 | -0.16 | 1.3 | -1.1
(24) COCCCNC(=O)c1cccn2c(=O)c3cc4ccccc4cc3nc12
→ 1.6 | 839 | 44 | 31 | i | i | 33 | -3% | 5.0 | 782 | 0.2% | 3.8 | 2.4 | 8.8 | -1.3 | 4.3 | 0.4 | 0.38
(25) COc1cccc(NC(=O)c2nn(C34CC5CC(CC(C5)C3)C4)cc2[N+](=O)[O-])c1
→ -0.93 | 916 | 6 | -3 | i | i | 13 | 40% | -1.6 | 862 | -0.3% | 2.5 | 1.8 | 10 | -0.38 | -0.23 | 0.1 | 1.4
(26) COc1ccc2nc(NC(=O)C3CCCN3S(=O)(=O)c3ccc(C)cc3)sc2c1 (stereo not drawn)
→ -1.5 | 1074 | 10 | 11 | i | i | 18 | 13% | -1.0 | 1186 | -1.2% | 2.4 | 1.3 | 7.0 | -0.48 | -0.2 | -0.37 | 0.55
(27) CC(C)(C)OC(=O)N1CCCN(C(=O)Nc2ccc(C(F)(F)F)cc2)CC1
→ -0.8 | 1080 | · | · | i | · | · | -1% | 0.4 | 1289 | 0.2% | · | · | · | 0.55 | -0.23 | 0.26 | 0.2
(28) Cc1ccccc1NC(=S)NC1(C)CCS(=O)(=O)C1 (stereo not drawn)
→ -0.76 | 1424 | -7 | 1 | i | i | -1 | -5% | · | · | 1.3% | 3.3 | 2.6 | 8.8 | -0.84 | -0.32 | -0.87 | 0.81
(29) CCOCC(=O)Nc1cc(C(=O)Nc2cccc(C)c2C)ccc1Cl
→ 1 | 1479 | 9 | -23 | i | i | -30 | 15% | -1.5 | 1398 | 0.8% | 3.0 | 1.2 | 9.6 | 0.86 | 0.091 | 1.3 | -1
(30) CC1CCCN1CC#CC(O)(c1ccccc1)c1ccccc1 (stereo not drawn)
→ -0.2 | 1171 | · | · | i | · | · | 0% | -0.8 | 1349 | 2.7% | · | · | · | 0.47 | -0.21 | 0.82 | -1.1
(31) Cc1ccc(/C(O)=C/c2nc3ccccc3oc2=O)cc1
→ -0.94 | 985 | · | · | i | · | · | -7% | 2.2 | 1306 | 13% | · | · | · | -0.99 | -0.24 | -0.56 | 2.1
(32) CC(C)(C)c1ccc2c(c1)OC(C(=O)N/N=C\c1ccncc1)CO2 (stereo not drawn)
→ -0.55 | 1262 | · | · | i | · | · | -1% | -0.7 | 1322 | -0.9% | · | · | · | -0.26 | -0.19 | -0.11 | 0.99

Screening data deposited in PubChem BioAssay by several laboratories.
